APJ antag = antagonists of human APJ apelin receptor; P35414; CHO-K1 APJ beta-arrestin complementation, luminescence; inhibition, % at 20 µM; hit rate 0.32% among 330,000; AID 2521;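 active = inhibition above about 40% at 20 µM, limit read from the data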;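 also: cells challenged with 10 nM apelin-13 agonist together with compound; plate controls were apelin-13 plus DMSO wells for no effect and DMSO wells lacking apelin-13 for full effect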
Target sequence (P35414 whole entry, looked up): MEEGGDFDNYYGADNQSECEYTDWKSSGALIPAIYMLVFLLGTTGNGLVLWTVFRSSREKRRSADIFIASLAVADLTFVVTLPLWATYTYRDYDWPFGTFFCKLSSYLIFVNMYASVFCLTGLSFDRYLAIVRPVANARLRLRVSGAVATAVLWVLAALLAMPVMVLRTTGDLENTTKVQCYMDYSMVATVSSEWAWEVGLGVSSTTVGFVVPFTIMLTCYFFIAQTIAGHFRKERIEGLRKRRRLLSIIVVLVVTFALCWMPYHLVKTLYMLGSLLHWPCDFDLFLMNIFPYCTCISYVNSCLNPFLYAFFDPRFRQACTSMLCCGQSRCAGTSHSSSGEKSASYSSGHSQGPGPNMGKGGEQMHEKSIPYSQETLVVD
Jurkat NFkB inh = lowers PMA/ionomycin-induced NF-kB signal in Jurkat cells; AID 435003; PMA/ionomycin-induced NF-kB luciferase reporter, luminescence; hit rate 0.53% among 330,000; inhibition, % at 4 µM; in the data active = inhibition above about 50%
CHOP UPR activ = apoptotic UPR (CHOP) activation. hit rate 0.34% among 330,000. CHO-CHOP luciferase reporter, luminescence; percent of tunicamycin response over DMSO baseline. AID 449763. activation, % at 10 µM;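 active = at 10 µM dose, activation of 40% or more, normalized to positive control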;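 also: 100% = tunicamycin at 10 µg/mL and 0% = DMSO alone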
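System: CHO-CHOP luciferase reporter cell line | Buffer or medium: F12 medium containing 10% fetal bovine serum | Doses: One dose, 10 µM in 0.5% DMSO | Times: 6 h compound exposure at 37 °C after overnight seeding | Signal: Luciferase luminescence | Read-out: % activation vs tunicamycin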
697 NFkB inh = lowers PMA/ionomycin-induced NF-kB signal in 697 B cells. 697 B-cell NF-kB luciferase reporter, 16 h. inhibition, % at 4 µM. hit rate 0.33% among 330,000. AID 435022; in the data active = inhibition above about 35%
tim23-1 inh = inhibits growth of tim23-1 mutant yeast | hit rate 1.3% among 330,000 | S. cerevisiae tim23-1 growth, BacTiter-Glo luminescence, 24 h | inhibition, % at 20 µM;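 active = growth inhibition of the mutant yeast at or above 50%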;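 also: temperature-sensitive mutant grown at 25 °C; plate controls were DMSO-treated mutant yeast for no effect and medium wells lacking yeast for full effect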
Mdm2 MdmX PPI = inhibitors of human Mdm2/MdmX interaction | hit rate 3% among 330,000 | inhibition, % at 8 µM | O15151+Q00987 | AID 485346 | SaOS-2 split-luciferase Mdm2/MdmX complementation, luminescence;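 active = inhibition of at least 50% at 8 µM in the primary screen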
UPR XBP1 act = activators of adaptive arm of unfolded protein response (XBP1) | CHO-XBP1 luciferase reporter, IRE1-XBP1 UPR activation, luminescence; percent of tunicamycin response, DMSO as zero | activation, % at 20 µM | hit rate 0.33% among 330,000 | AID 463104;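 active = versus positive control, 20 µM dose yields 30% or more activation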;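 also: 100% = tunicamycin at 10 µg/mL and 0% = DMSO only wells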
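Test system: CHO-XBP1 luciferase reporter cells | Buffer or medium: Serum-containing F12 medium, 10% FBS | Schedule: 6 h compound exposure at 37 °C, 5% CO2 | Detection: Steady-Glo luciferase glow luminescence, 10 min after reagent addition | Read-out basis: Activation, % of tunicamycin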
APJ ag = APJ receptor agonism. AID 2520. hit rate 0.11% among 330,000. CHO-K1 APJ PathHunter beta-arrestin, luminescence; 0% DMSO wells, 100% apelin. P35414. activation, % at 20 µM;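 active = activation more than six SD over the plate average, tested at 20 µM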;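 also: 0% = DMSO alone and 100% = apelin-13 at 10 nM; some results filed as inactive read as strong as hits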
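Assay system: CHO-K1 APJ beta-arrestin complementation cell line / Compound: single test compound dose, 20 µM final, 1% DMSO / Times: overnight seeding, 90 min compound at 25 °C, 1 h detection / Technique: beta-gal luminescence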
* hit, by the source's call.

Each structure is followed by: 697 NFkB inh, Jurkat NFkB inh, CHOP UPR activ, Mdm2 MdmX PPI, tim23-1 inh, APJ antag, UPR XBP1 act, APJ ag
O=C(CC1C(=O)NCCN1C(=O)Nc1ccc(F)cc1F)Nc1cc(Cl)ccc1Cl (stereo not drawn)
    10, -10, 2.3, 13, 6, 1, -1, 4
O=C(COC(=O)c1cccnc1Cl)c1ccc(OC(F)F)cc1
    20, 8, 0.9, -8, 18, 10, 0, 0
CCOC(=O)C1=C(C)NC(C)=C(C(=O)OCC)C1c1cc(N)ccc1OC(F)F
    -4, 5, 0.7, 7, 3, -10, -1, 1
Cc1nc2ccccc2n1/N=C/c1ccc([N+](=O)[O-])o1
    16, 34, 21, 44, 27, -16, 4, 4
CCOC(=O)c1sc2c(c1C)c(=O)c(C(=O)OCC)cn2CC
    24, 0, -0.7, 12, -4, -13, 0, -1
CC(C)(C)C(=O)Nc1ccc2oc(-c3cc(F)c(F)cc3Cl)nc2c1
    -121, -141, 6.4, -153, 8, 2, 11, -3
Cc1occc1-c1nnc(SCC(=O)NC2CCCCC2)o1
    3, 7, 2.8, 8, 16, 14, -1, -3
COc1nc(C)ccc1-c1noc(-c2cccnc2)n1
    -59, -65, 4.4, -27, 16, 0, 1, -2
CCn1c(C(=O)N2CCc3ccccc3C2)cc2sccc21
    4, -8, 0.6, 18, 35, 14, 4, -2
O=C(Nc1ccc(Cl)cc1[N+](=O)[O-])c1ccc2c(c1)OCCO2
    -244, -139, 3.9, -14, -3, -2, -1, 1
COc1ccc(S(=O)(=O)N2CCCCCC2)cc1NC(=O)CN1C(=O)CNC1=O
    19, -5, 0.6, 16, 9, -2, -2, -1
O=C(Nc1ccc(S(=O)(=O)Nc2nccs2)cc1)c1cc(-c2ccccc2)nc2ccccc12
    2, 0, 1.7, 4, 21, 15, -2, 3
COc1ccc(S(=O)(=O)N(C)C[C@H]2Oc3ccc(NS(=O)(=O)c4cccs4)cc3CC(=O)N([C@H](C)CO)C[C@H]2C)cc1
    18, 16, 1.2, 6, -5, 10, 1, -1
COCc1c(C(=O)OC)nnn1-c1ccccc1
    -9, -6, 0.3, 4, -10, -9, 4, 0
CCOC(=O)c1c(C)oc2cc(Br)c(OCC(N)=O)cc12
    -14, -4, 2.0, -1, -1, -5, 0, -2
O=C(Nc1ccc(OC(F)F)cc1)Nc1cccc(C(F)(F)F)c1
    -12, 8, 9.5, 76*, 44, -15, 11, 8
CCN1CCN(CC2COc3ccccc3O2)CC1 (stereo not drawn)
    -12, -31, 1.7, -49, 14, 5, -5, 0
COc1ccc(-c2noc(CCC(=O)NCC3CCN(Cc4cccc(C)c4)CC3)n2)cc1
    -2, 15, -1.3, 13, 10, 23, -2, -1
CCOC(=O)c1cccc(NC(=O)CSc2nnc(COc3ccc(Cl)cc3)o2)c1
    -7, -24, -1.2, 17, -15, 6, 4, -1
Cc1[nH]n(-c2ccc(Br)cc2)c(=O)c1/C=N/NC(=O)c1ccccc1
    -46, -8, 11, 53*, 27, 37, 0, -7
CCOc1ccc(OCC(O)CN2CCc3ccccc3C2)cc1 (stereo not drawn)
    4, -13, -2.4, 26, 18, -4, -6, -3
CN(C)c1nc(-c2ccccc2)nnc1C(F)(F)F
    -22, -11, -1.3, -14, 17, -19, 3, 2
CCOC(=O)CNC(=O)c1cc(-c2ccccn2)nc2c(C)c(Cl)ccc12
    -7, -6, 0.3, 8, 28, -12, -1, -2
Cc1c(OC(C)C(=O)NCC2CCC(C(=O)O)CC2)ccc2c3c(c(=O)oc12)CCCC3 (stereo not drawn)
    20, 4, -2.1, 16, -3, 9, -2, -2
Cc1ccccc1NC(=O)CSc1nc2[nH]c(=O)cc(O)c2s1
    -1, 7, 2.3, 18, 18, -3, -4, 7
NC(=S)Nc1cc(Cl)cc(Cl)c1
    4, 1, 1.8, -24, 1, -6, -1, -1
CN(C)c1ccc(P(=O)(OCc2ccccc2)C(O)c2ccccc2)cc1 (stereo not drawn)
    -1, -3, 0.9, -2, 23, 8, 4, -3
CC(C)CC(=O)NC(=S)Nc1ccc(S(=O)(=O)NC(C)(C)C)cc1
    -15, 5, 1.6, 22, 8, 8, -2, -4
Cn1c(N)c(C(=O)CSc2nc(C3CC3)n(-c3ccccc3)n2)c(=O)[nH]c1=O
    10, -1, 0.8, 5, 6, -1, 6, -1
CCOc1ccc(Cl)cc1/C=C1/C(=O)ON=C1C
    16, 7, 1.7, 21, 21, 1, -3, -3
O=c1c2[nH]cnc2n(-c2ccc(F)cc2)c(=O)n1Cc1ccccc1
    18, 3, -0.3, 25, -1, 28, -3, -6
CCOC(=O)c1cc(S(=O)(=O)N2CCC(C)CC2)cn1C
    -23, -16, 1.5, 12, 9, 4, -3, -4
O=C(CC1C(=O)NCCN1Cc1cccc(Oc2ccccc2)c1)NCCc1ccncc1 (stereo not drawn)
    3, -6, 2.3, 10, 25, 9, 1, -2
CCOC(=O)C(CC)Sc1nnc2n1C(C)(C)Cc1ccccc1-2 (stereo not drawn)
    -4, -3, 12, 15, 19, 14, 2, -2
COc1ccc(C2/C(=C(\O)c3ccc4c(c3)OCCO4)C(=O)C(=O)N2Cc2cccnc2)cc1OC (stereo not drawn)
    1, 9, 2.0, 18, 6, 21, -3, -1
CCOc1nc(N=C(N)N)nc2c(C)cccc12
    -13, -12, -1.2, 56*, 0, 17, 0, -3
O=C(O)C1C2C=CC(C2)C1C(=O)NCc1ccc(Cl)cc1Cl (stereo not drawn)
    -8, 4, -0.3, 11, 12, -14, -6, -2
O=C(Nc1ccc(N2CCOCC2)cc1)c1ccc2nc(-c3ccco3)c(-c3ccco3)nc2c1
    -11, -10, 6.2, -2, -13, -54, 19, 5
O=C(Nc1cccc2c1CCCC2)c1ccccc1Br
    0, -5, 0.0, -6, -8, 8, -1, -1
COCCn1c(=S)[nH]c2cc(C(=O)N3CCN(c4ccc(F)cc4)CC3)ccc2c1=O
    13, -11, -1.1, 13, -31, 28, -2, -3
COc1ccccc1NC(=S)NC1CCCC1
    -11, -5, -1.5, -7, -17, -9, -1, 3
CC(=O)Nc1cccc(NC(=O)Cc2cccs2)c1
    11, 3, 0.3, 17, 7, 2, -2, 2
CCS(=O)(=O)c1ccc(O)c(NC(=O)Nc2ccccc2OC)c1
    6, -8, -1.2, 13, 17, -15, -3, -2
CC1CC(C)CN(S(=O)(=O)c2ccc(C(=O)OCC(=O)NCCN3C(=O)CSC3=O)cc2)C1 (stereo not drawn)
    30, -1, 0.6, 14, 11, 1, -1, -1
CC(=O)c1c(C)[nH]c(C(=O)NCc2ccco2)c1C
    13, 14, 0.4, 10, 7, 7, 3, -2
Cc1cc(C)cc(NC(=O)CSc2nc(=O)n3cc(C)ccc3n2)c1
    -3, 17, -0.6, 20, 6, 13, -4, -2
COc1ccccc1CC(=O)O/N=C(\N)Cc1cccc2ccccc12
    -13, -2, -0.2, 18, 8, -12, 0, 8
Cc1cccc(C)c1NC(=O)CSc1nc(C)c(CC(=O)c2ccc(Br)cc2)c(C)c1C#N
    14, 13, 2.3, 85*, -2, -1, 23, -3
CCC/C(C)=N\Nc1nc2c(c(=O)n(C)c(=O)n2C)n1C
    6, -2, -1.6, -29, 7, 3, -2, -1
CCOC(=O)c1cc2c(ccn2-c2ccc(F)cc2)n1CC(=O)NC(C)(C)C
    -2, -1, 2.4, -6, 15, -3, -3, -6
CCOc1ccc(Cl)cc1CSc1n[nH]c(CC)n1
    11, 19, -0.4, 23, 19, 4, -1, -4
CC(C)Cc1nc2sc3c(=O)n(N)cnc3c2c2c1COC(C)(C)C2
    -30, -15, 3.3, 28, 6, 2, 5, -3
O=C(CSc1nnc(C23CC4CC(CC(C4)C2)C3)o1)Nc1ccc(N2CCOCC2)c(Cl)c1
    -46, -17, 1.7, 20, 3, -12, -2, 2
O=C(O)CCN1C(=O)c2ccc(NC(=O)CSc3ccc(Cl)cc3)cc2C1=O
    -10, 5, 1.0, -7, 0, 7, -3, 1
COc1ccc(Cl)cc1C(=O)NNC(=O)CNC(=O)c1ccco1
    -2, 1, -1.6, 18, -3, -10, -1, -2
COC(=O)c1onc(-c2c(Cl)cccc2Cl)c1C(=O)OC
    -24, -14, -0.8, -10, 21, -22, -2, 3
CC(C)(C)NC(=O)C(c1ccco1)N(C(=O)Cn1nnc(-c2ccc(F)cc2)n1)c1cccc(F)c1 (stereo not drawn)
    -64, 2, -0.2, 6, 29, 5, -2, 3
Cc1cc(C)c2c(n1)nn1c(NCCCN(C)C)cc(C)nc21
    10, -20, -2.1, -6, 15, -20, -1, 2
Nc1c(C(=O)c2ccccc2O)cnn1-c1ccc(S(=O)(=O)N2CCOCC2)cc1[N+](=O)[O-]
    12, 15, 3.3, 70*, -8, 3, 14, -4
Cc1cc(=O)[nH]c(SCC(=O)c2ccccc2)c1C#N
    0, 6, -1.2, 15, 15, 0, -4, -2

Additional compounds follow.
Each structure is followed by: 697 NFkB inh, Jurkat NFkB inh, CHOP UPR activ, Mdm2 MdmX PPI, tim23-1 inh, APJ antag, UPR XBP1 act, APJ ag
CC1CCN(S(=O)(=O)c2ccc(C(=O)N3CCCCC3C(=O)O)cc2)CC1 (stereo not drawn)
    12, -6, -0.9, 7, -2, 0, 0, -2
c1ccc(CNC23CC4CC(CC(C4)C2)C3)nc1
    4, 8, -0.3, 8, -2, 2, 0, -3
O=C(CN1C(=O)c2cccnc2Oc2ccc(Cl)cc21)NCCC1=CCCCC1
    4, -7, 1.1, 1, 32, -10, -4, 1
Cc1nnsc1C(=O)NNC(=O)c1ccc(C(F)(F)F)cc1
    -41, -33, 1.3, -1, 0, 17, 0, -1
CCOC(=O)N1CCN(c2ccc(S(=O)(=O)N3CCC(C)CC3)cc2[N+](=O)[O-])CC1
    -5, 19, -0.6, 29, 25, -4, -3, -3

Complete entries, quoted from the list. Values in the order: 697 NFkB inh, Jurkat NFkB inh, CHOP UPR activ, Mdm2 MdmX PPI, tim23-1 inh, APJ antag, UPR XBP1 act, APJ ag
Entry for O=C(Nc1ccc(S(=O)(=O)Nc2nccs2)cc1)c1cc(-c2ccccc2)nc2ccccc12 : 2, 0, 1.7, 4, 21, 15, -2, 3
Entry for c1ccc(CNC23CC4CC(CC(C4)C2)C3)nc1 : 4, 8, -0.3, 8, -2, 2, 0, -3
